Screens deposited in PubChem by several laboratories.
MazF activator – increases E. coli MazEF RNase cleavage of RNA; P0AE70; FAM/BHQ RNA-DNA oligo cleavage fluorescence, 5 h; activation, % at 20 µM; hit rate 0.32% among 350,000; AID 504720; in the data active means activation above about 50%
Target sequence (P0AE70 whole entry, looked up): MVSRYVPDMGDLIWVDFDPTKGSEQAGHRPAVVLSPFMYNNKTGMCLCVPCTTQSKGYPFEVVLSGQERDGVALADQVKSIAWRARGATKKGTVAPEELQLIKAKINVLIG
FadD28 FP inh – blocks FadD28 binding to the bisubstrate probe; fluorescence polarization; inhibition, % at 12.5 µM; hit rate 0.22% among 360,000; in the data active means inhibition above about 8.5%, passing the limit was not always enough; inconclusive means no clear call, values can overlap the other calls
FBA Mtb inh – inhibits M. tuberculosis FBA enzyme | inhibition, % at 1 µM | P9WQA3 | AID 588726 | purified M. tuberculosis FBA, fluorescence read-out | hit rate 2.3% among 360,000; in the data active means inhibition above about 27%;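 further: 0% = vehicle and 100% = reference inhibitor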
BoNT-F LC inh – BoNT F light chain protease inhibition; Multiplex microsphere protease cleavage assay, flow cytometry; inhibition, % at 10 µM; hit rate 0.22% among 360,000; AID 588497; in the data active means inhibition above about 35%, passing the limit was not always enough; inconclusive means no clear call, values can overlap the other calls; further: plate controls were buffer without enzyme for full effect and enzyme alone for no effect
GDH-TPI counter – inhibits GDH-TPI coupling enzymes, artifact for Mtb FBA screen; GDH-TPI coupled enzyme counterscreen, NADH absorbance; inhibition, % at 4.8 µM; hit rate 1.2% among 360,000; in the data active means inhibition above about 30%;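 further: 0% = DMSO wells and 100% = wells lacking the enzyme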
UGM FP inh – inhibitors of M. tuberculosis UDP-galactopyranose mutase. P9WIQ1. purified UGM, fluorescence polarization probe displacement. inhibition, % at 10 µM. hit rate 0.06% among 320,000. AID 504406; in the data active means inhibition above about 10%, passing the limit was not always enough; inconclusive means no clear call, values can overlap the other calls
Target sequence (P9WIQ1 whole entry, looked up): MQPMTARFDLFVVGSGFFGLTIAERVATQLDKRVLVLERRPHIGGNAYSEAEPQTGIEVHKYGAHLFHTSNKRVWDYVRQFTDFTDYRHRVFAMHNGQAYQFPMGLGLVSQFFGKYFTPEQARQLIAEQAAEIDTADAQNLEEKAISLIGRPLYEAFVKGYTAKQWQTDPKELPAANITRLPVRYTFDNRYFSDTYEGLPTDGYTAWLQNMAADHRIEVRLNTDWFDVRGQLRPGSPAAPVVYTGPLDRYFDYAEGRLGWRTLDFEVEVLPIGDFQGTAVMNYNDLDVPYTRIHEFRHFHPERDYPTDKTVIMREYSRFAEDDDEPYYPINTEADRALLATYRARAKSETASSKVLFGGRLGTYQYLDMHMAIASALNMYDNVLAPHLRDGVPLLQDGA
Rv3671c protease – inhibits the M. tuberculosis serine protease Rv3671c; AID 2606; inhibition, % at 5.96 µM; P9WHR9; hit rate 0.048% among 320,000; in the data active means inhibition above about 38%;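 further: extracellular domain of Rv3671c used as enzyme; 0% = enzyme with DMSO and 100% = no enzyme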
Target sequence (P9WHR9 whole entry, looked up, the tested form may be a part): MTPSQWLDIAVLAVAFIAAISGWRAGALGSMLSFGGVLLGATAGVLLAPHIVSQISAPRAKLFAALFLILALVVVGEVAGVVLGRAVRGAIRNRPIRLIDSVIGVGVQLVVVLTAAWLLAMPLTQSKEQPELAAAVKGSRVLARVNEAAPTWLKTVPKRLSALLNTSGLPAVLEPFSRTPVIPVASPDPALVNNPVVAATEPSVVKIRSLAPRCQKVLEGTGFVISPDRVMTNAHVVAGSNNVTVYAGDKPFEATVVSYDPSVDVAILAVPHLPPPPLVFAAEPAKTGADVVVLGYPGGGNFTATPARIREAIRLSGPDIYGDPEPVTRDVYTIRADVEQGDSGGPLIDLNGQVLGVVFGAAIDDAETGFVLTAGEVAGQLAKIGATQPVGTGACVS
BioA inh – blocks M. tuberculosis BioA enzyme activity | inhibition, % at 9.99 µM | purified M. tuberculosis BioA enzyme, plate reader | AID 602481 | hit rate 0.096% among 360,000; in the data active means inhibition above about 40%; inconclusive means no clear call, values can overlap the other calls
PrPC TRFRET – reduces human prion protein on the cell surface | inhibition, % at 13.8 µM | hit rate 0.43% among 370,000 | P04156 | AID 720596 | cell surface PrPC, TR-FRET read-out; in the data active means inhibition above about 24%; further: 0% = median of the test wells and 100% = reference compound wells
Active calls of the source: *; ? = inconclusive; · = not tested or not shown; & = joins results of further samples.

SMILES	MazF activator	FadD28 FP inh	FBA Mtb inh	BoNT-F LC inh	GDH-TPI counter	UGM FP inh	Rv3671c protease	BioA inh	PrPC TRFRET
CCOC(=O)C1CCN(CC(=O)Nc2c(C(=O)OC)n(C)c3cccc(C)c23)CC1	-1.4	-1.5	2.7	-12.2	10.2	-0.1	3.0	0.4	-8.0
C#C[C@]1(O)CC[C@H]2[C@@H]3CCC4=C(CCC(=O)C4)[C@H]3CC[C@@]21C	4.4	-2.7	-2.4	-3.2	4.3	-3.1	-1.4	-2.4	-5.2
CN(c1ccccc1)S(=O)(=O)c1cc(C(=O)NCCCn2ccnc2)ccc1Cl	3.4	-0.4	-1.0	-12.2	-4.8	-0.5	-10.7	0.2	-15.1
CN(C(=O)COC(=O)c1ccccc1Cc1ccccc1)c1c(N)n(Cc2ccccc2)c(=O)[nH]c1=O	-10.4	-1.0	5.0	?	3.6	0.2	0.1	·	-7.1
CC(C)CNC(=O)C1CCN(S(=O)(=O)c2ccc3c(c2)OCCO3)CC1	-0.6	0.0	0.5	4.2	6.4	2.9	-1.4	·	5.5
COc1ccccc1C(=O)NCCC(=O)N1CCCCCCC1	1.0	-2.0	0.3	0.6	-5.0	1.0	4.5	-1.7	0.9
C[C@H]1CN([C@@H](C)CO)C(=O)CCCn2nncc2CO[C@H]1CN(C)S(=O)(=O)c1ccc2c(c1)OCCCO2	3.8	-1.4	3.5	-0.1	10.3	·	·	0.3&0.5	-8.0
O=C(O)c1ccc(/C=N/NC(=O)c2cc3ccccc3cc2O)cc1	3.9	-3.4	-7.8	0.8	40.6*	0.8	11.6	0.7	-7.7
Cn1c(C(=O)N2CCN(c3ccccc3)CC2)cc2cc(Cl)ccc21	1.8	-3.2	0.0	-17.6	4.3	-0.4	1.9	-2.4	7.2
O=C(NCc1ccc(F)cc1)C1CCCN(C(=O)NCc2ccccc2)C1 (stereo unspecified)	3.6	-1.3	-0.2	11.9	-2.7	-1.2	-1.2	-1.5	4.5
Cc1cc(C)n2nc(-c3sccc3-n3cccc3)cc2n1	-5.2	-3.6	3.8	-5.8	0.8	-4.4	-2.1	-0.1	-3.6
COc1ccc(-c2cc(=O)c3cc(OC)ccc3o2)cc1	-29.6	-1.8	25.9	-7.8	4.9	0.9	0.0	0.1	3.6
Cc1ccc(-c2noc(CNC(=O)c3ccc4c(c3)OCO4)n2)cc1	-3.7	·	0.2	6.3	-1.5	3.2	-11.3	0.2	4.2
O=C(COc1ccccc1[N+](=O)[O-])N1CCN(c2ccccn2)CC1	-7.6	-1.7	1.0	-4.5	-14.5	-2.9	7.1	0.9	1.0
CCOC(=O)CSc1nc2ccccc2n1CC(=O)N(C(C)C)C(C)C	4.1	-0.1	-0.4	16.8	8.1	-0.6	3.5	-1.4	·
CC1(C)NC(=O)N(CC(=O)OCC(=O)NC(=O)c2ccccc2)C1=O	2.8	-3.1	-2.4	-22.9	2.5	·	9.7	·	0.1
COc1ccc(Nc2nc(-c3cccs3)nc3ccccc23)c(OC)c1	1.3	-2.7	9.2	-24.5	6.6	1.3	13.6	-0.7	-4.3
COc1ccc(Cl)cc1NC(=O)C1Cc2ccccc2CN1S(C)(=O)=O (stereo unspecified)	-31.8	-4.8	1.8	3.7	1.5	0.5	-4.7	-1.5	1.6
CC(C)N(Cc1cc2ccccc2[nH]c1=O)C(=O)C(C)(C)C	-0.4	1.4	4.3	9.5	21.9	3.9	4.5	-1.8	-1.1
O=C(CSc1nccn1-c1ccccc1)Nc1ccc2c(c1)OCO2	0.5	1.5	2.7	-8.1	8.7	0.5	9.2	2.0	12.8

5 compounds picked at random from the list so far:
SMILES	MazF activator	FadD28 FP inh	FBA Mtb inh	BoNT-F LC inh	GDH-TPI counter	UGM FP inh	Rv3671c protease	BioA inh	PrPC TRFRET
CC(C)N(Cc1cc2ccccc2[nH]c1=O)C(=O)C(C)(C)C	-0.4	1.4	4.3	9.5	21.9	3.9	4.5	-1.8	-1.1
Cc1cc(C)n2nc(-c3sccc3-n3cccc3)cc2n1	-5.2	-3.6	3.8	-5.8	0.8	-4.4	-2.1	-0.1	-3.6
CN(c1ccccc1)S(=O)(=O)c1cc(C(=O)NCCCn2ccnc2)ccc1Cl	3.4	-0.4	-1.0	-12.2	-4.8	-0.5	-10.7	0.2	-15.1
Cc1ccc(-c2noc(CNC(=O)c3ccc4c(c3)OCO4)n2)cc1	-3.7	·	0.2	6.3	-1.5	3.2	-11.3	0.2	4.2
O=C(NCc1ccc(F)cc1)C1CCCN(C(=O)NCc2ccccc2)C1 (stereo unspecified)	3.6	-1.3	-0.2	11.9	-2.7	-1.2	-1.2	-1.5	4.5

Remaining list, next part.
SMILES	MazF activator	FadD28 FP inh	FBA Mtb inh	BoNT-F LC inh	GDH-TPI counter	UGM FP inh	Rv3671c protease	BioA inh	PrPC TRFRET
CCC(C)n1[nH]c(=O)c2c(C)cc(C)nc21 (stereo unspecified)	7.4	-2.5	3.0	-28.3	9.1	1.2	-11.1	-0.1	0.3
Cc1c(OCC(=O)NCCCn2ccnc2)ccc2c3c(c(=O)oc12)CCC3	1.2	-0.9	13.8	-1.2	8.2	-3.0	5.5	2.4	-0.8
COc1ccc(C(=O)O)cc1S(=O)(=O)NC(C)(C)C	0.5	0.7	4.7	0.5	0.5	1.7	3.5	-2.6	-5.8
COc1ccc(OC)c(N(CC(=O)NC2CC2)S(=O)(=O)c2ccc(C)cc2)c1	3.2	-1.7	-1.7	5.6	6.1	2.5	9.1	0.3	0.9
Cc1ccc(-c2csc(Nc3ccccc3)[n+]2CCc2ccccc2)cc1	-10.2	-4.0	-0.5	-6.8	10.8	-3.1	-3.0	·	7.3&-1.1
OCCN(Cc1ccccc1)CC(O)COc1ccc(-c2ccccc2)cc1 (stereo unspecified)	-2.7	-2.0	-0.8	-5.7	1.2	1.7	3.9	·	-0.4
Cc1cc(C(=O)N/N=C/c2c(C)nn(-c3ccccc3)c2C)n[nH]1	10.4	-1.8	0.7	·	17.6	-3.5	3.1	0.1	-0.2
CC(C)CCN(CC(=O)NC1CCCC1)C(=O)C(=O)Nc1ccc2c(c1)OCCO2	4.3	-4.4	0.6	5.6	8.1	-0.5	3.9	0.4	-3.0
Cc1ccc2ccc3cccc4ccc1c2c34	1.6	-0.4	4.1	-2.5	11.8	3.5	-1.9	0.0	-8.3
Cc1ccc(NC2=NCCCS2)c(C)c1C	1.9	-1.8	1.2	-3.4	-4.8	·	-12.2	·	5.7
Cc1nc(C(=O)NNC(=O)c2c(-c3c(Cl)cccc3Cl)noc2C)cs1	4.3	-3.0	0.3	?	2.6	-5.8	-8.6	·	3.9
CCCCOc1ccc(C(=O)C(CN2CCOCC2)c2ccccc2)cc1 (stereo unspecified)	-1.0	-2.7	-8.3	-24.7	12.9	-0.9	-5.3	1.4	3.1
C=CCC[C@@H](Cc1ccc(F)cc1)C(=O)OC[C@@H](NC(=O)[C@@H](CC=C)CC(=O)N[C@H](CO)Cc1ccccc1)C(C)(C)C	2.4	0.7	1.2	-3.6	10.0	-0.2	-1.9	-1.5	0.4
COc1ccc(C(C)=NNc2ccc([N+](=O)[O-])cc2S(=O)(=O)Nc2ccccc2C(=O)O)c(OC)c1	-1.4	-10.2	-7.2	1.7	3.0	1.5	-23.1	14.4	-4.0
O=C(COc1ccccc1C(=O)NCc1ccccn1)Nc1ccc(Br)cc1	-3.2	-4.6	-0.3	-2.2	-0.6	3.6	-17.3	·	3.1
COc1ccc2[nH]cc(CCN=C(N)N)c2c1	-21.2	1.1	0.2	2.3	2.4	-1.6	-1.7	-1.7	-1.2
CCn1c(CNc2ccccc2Cl)nnc1SCC(=O)NCc1ccccc1	-5.8	-2.9	0.6	-2.6	2.8	1.1	2.6	0.8	-1.8
CC1(C)CC(=O)C(=C2SCCCS2)C(=O)C1	9.2	0.0	2.1	0.8	16.7	0.6	-0.4	-0.4	4.1
CCOC(=O)c1c(NC(C)=O)sc2c1C1CCN2CC1	0.9	0.8	3.1	-8.7	14.4	1.7	-3.5	3.8	-8.4
O=C1[C@H]2[C@@H](c3ccc(F)cc3)N3C(=O)N(c4cccc(F)c4)C(=O)[C@@]3(Cc3ccccc3)[C@H]2C(=O)N1C1CCCCC1	-7.5	-1.6	-1.1	3.1	12.1	-3.3	-6.0	-0.3	-5.5
O=C1CCN(Cc2nc(-c3ccc(Cl)cc3)no2)CCN1	-0.8	-1.0	2.3	-6.5	12.8	-6.8	6.5	1.6	0.8
CCOC(=O)[C@H]1[C@H]2COc3ccccc3[C@@H]2N2C(=O)c3cc(OC)ccc3NC(=O)[C@@]12C	9.7	-2.6	9.7	1.6	2.2	-2.0	-13.2	-0.8	-0.8
CC1CN(C(=O)c2cc(COc3c(F)cccc3F)on2)CCN1C (stereo unspecified)	-14.7	-2.7	2.4	-1.6	5.9	-5.1	-0.2	-1.6	-1.7
COc1ccc(OCc2nnc(SCC(N)=O)n2N)cc1	21.7	-3.6	13.9	4.0	-2.8	-2.6	-0.3	1.6	5.1
CC(C)(C)NC(=O)CN(C(=O)C1CSC(=O)C1)c1ccc2c(c1)OCCO2 (stereo unspecified)	-6.5	-2.5	-0.9	15.5	-6.6	1.5	9.6	0.4	1.4
CC(C)(C)C(=O)NC(=S)Nc1ccc(Cl)c(C(=O)O)c1	4.4	-3.8	-0.1	3.1	5.4	-1.5	-0.7	·	0.9
CSc1ccccc1NC(=O)COC(=O)Cn1cc(C(F)(F)F)ccc1=O	2.1	-2.7	-0.7	2.9	2.8	-0.1	1.6	-1.5	0.3
O=C(c1cccs1)N1CCN(S(=O)(=O)c2ccc(F)cc2)CC1	-0.4	·	·	·	·	0.0	6.3	·	9.2
COc1ccc(S(=O)(=O)N2CCOC2CNC(=O)C(=O)NCCc2ccc(OC)c(OC)c2)cc1C (stereo unspecified)	2.3	-2.0	-0.8	-3.5	-5.7	4.4	3.9	·	10.4
Cc1ccc(C)c(SCC(=O)NC(=O)Nc2ccc3c(c2)OCCO3)c1	0.0	0.8	-0.3	-0.5	4.7	-2.1	10.4	·	-3.2
CNC(=O)Nc1ccccc1C(=O)NCc1ccccc1	0.0	-3.2	2.9	2.3	3.0	-2.0	1.2	-0.5	3.0
CNS(=O)(=O)c1cccc(C(=O)Nc2cccc(Cl)c2)c1	6.5	0.7	2.6	-12.2	9.9	-2.2	-2.6	18.8	4.5
C/C(=N\NC(=O)c1c(C)nc2ccccn12)c1cccc([N+](=O)[O-])c1	0.0	-0.1	0.0	-2.2	18.3	-1.4	-1.0	·	-5.3
COc1ccc(C(c2nnnn2C2CCCCC2)N2CCN(C)CC2)c(OC)c1 (stereo unspecified)	2.2	0.3	2.9	0.1	-7.6	-0.7	-9.9	-0.5	-1.6
CC(C)NS(=O)(=O)c1ccc(OCC(=O)N2CCN(Cc3ccccc3)CC2)c(Cl)c1	-13.3	-1.0	0.6	-3.7	-2.5	1.4	0.7	0.0	7.0
O=C(Nc1ncnc2sc3c(c12)CCCCC3)c1ccc(F)cc1	-3.5	-0.4	2.5	-10.0	-0.9	-0.2	1.0	-1.7	-2.8
CCN(CC)c1ccc(C2C3CCCCC3(O)CCN2CC(=O)N2CCCCC2)cc1 (stereo unspecified)	2.1	-0.5	-0.6	-2.5	5.0	-0.3	3.1	0.3	-2.0
CCOc1ccc(-n2c(SCC(N)=O)nc3sc4c(c3c2=O)CCN(C)C4)cc1	0.8	-3.8	3.6	?	32.0*	2.6	-1.1	5.4	-1.1
Oc1ccccc1C=NNC(=S)NN=Cc1ccccc1O	-9.4	-0.2	-2.1	-6.8	44.7*	·	·	-0.1	2.0
CS(=O)(=O)N(CC(=O)O)c1ccc2c(c1)OCO2	6.2	1.0	9.7	-5.9	7.1	-0.1	2.8	0.3	-6.4
COc1ccc(C2(CNC(=O)Cc3ccc(OC)c(OC)c3)CCOCC2)cc1	4.1	-3.0	-1.0	-14.0	-3.1	-1.4	-2.5	-0.2	6.7
CCOc1ccc(C(=O)NC2CCN(C(=S)Nc3ccccc3C)CC2)cc1	6.6	-1.5	4.0	3.3	10.5	1.5	7.2	·	-1.3
Cc1sc(N)c(C(=O)c2ccccc2)c1C	-34.6	0.8	6.1	2.5	8.2	-0.7	-2.2	-0.1	-3.2
CCn1c(SCC(=O)Nc2ccc(NC(=O)c3cccs3)cc2)nnc1-c1cccnc1	7.4	-2.0	4.8	5.8	11.6	1.1	-2.1	-1.3	7.7
O=C(Cc1ncc(C(F)(F)F)cc1Cl)NCc1cccnc1	-1.4	-2.2	-0.5	-6.8	-7.9	0.6	3.5	2.3	-3.0
